RORgamma inh – blocks mouse ROR gamma transcriptional activity; P51450; Drosophila S2 Gal4-RORgamma UAS-luciferase reporter, 20 h; Potency, µM (highest dose often 53.6 µM), without a hit: at the highest dose activity change, negative = inhibition, usual class: inhibitors; actives 5.4% (n = 310,000); AID 2551; also: % is scaled to controls: 0 for no effect and ±100 for the full control effect; nearly all actives have a fitted effect of over 60% in size
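Schneider cells (Drosophila), stable Gal4 DBD–ROR gamma + UAS-luc; 1 hr cmpd preincubation; Cu2+ induction 700 uM final; 20 hr ambient; luminescence.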
ELG1 genotox – inducers of genotoxicity in HEK293T ELG1-luciferase cells. HEK293T ELG1-luciferase reporter, luminescence, 16 h. Potency, µM (highest dose often 46 µM), without a hit: at the top dose activity change, positive = activation, hits mostly activators. actives 1.3% (n = 330,000). AID 504466; also: % of control where 0% means no effect; nearly all actives have a fitted effect of over 60% in size
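Step 1: seed 2,000 HEK293T ELG1-luciferase cells per well. Step 2: add compound or DMSO, incubate 16 hr at 37 °C. Step 3: ONE-Glo, 30 min at room temperature, read luminescence.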
MBNL1-CUG inh – blocks human MBNL1 binding to CUG repeat RNA; actives 0.036% (n = 280,000); TR-FRET MBNL1-His/biotin-(CUG)12 binding, 665/545 ratio; Q9NR56; Potency, µM (doses to about 57.5 µM), for the others: at the top dose activity change, negative = inhibition, actives largely listed as inhibitors; active = well fitted inhibition curve with a large enough effect in the signal ratio, with a control signal flat, not every such curve was filed as active; inconclusive = small, poorly fitted or top-dose-only effect, or effect the other way, or a change in a side signal; inactive = no such curve, though single readings can be large or run the other way; the % refers to the signal ratio; also: % is scaled to controls: 0 for no effect and ±100 for the full control effect
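Inhibition of protein-RNA binding appears as loss of TR-FRET between terbium anti-His antibody on MBNL1-His and streptavidin-XL665 on biotin-(CUG)12. Activity is normalized to buffer-only and uninhibited-complex controls.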
Gal4-VP16 FLuc – inhibits Gal4-VP16 luciferase reporter, ROR gamma counter-screen. Drosophila S2 Gal4-VP16 UAS-luciferase, luminescence, 20 h. Potency, µM (highest dose often 53.6 µM), for inactives: at the top dose activity, negative = inhibition, hits mostly inhibitors. actives 3.5% (n = 310,000). AID 2546;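 also: Gal4-VP16 expression switched on by copper sulfate through the metallothionein promoter; % is scaled to controls: 0 for no effect and ±100 for the full control effect; nearly all actives have a fitted effect of over 50% in size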
Rab9 prom act – Rab9 promoter activation; actives 2.8% (n = 320,000); Huh7 Rab9 promoter-luciferase reporter, luminescence, 24 h; Potency, µM (series often up to 9.22 µM), for inactives: at the highest dose activation, negative = inhibition, usual class: activators; AID 485297; also: % of control where 0% means no effect; nearly all actives have a fitted effect of over 60% in size
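Luminescence read-out: Huh7 cells stably expressing Rab9-luciferase, treated 24 h with compound at 37 °C, then lysed with luciferase reagent for 10 min at ambient before reading.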
FLuc counter – firefly luciferase modulation, counter-screen for miR-21 project. actives 6.9% (n = 360,000). purified FLuc, Km substrates, luminescence inhibition. Potency, µM (top dose mostly 57.5 µM), for the others: top-dose activity change, negative = inhibition, most hits filed as inhibitors. P08659. AID 588342;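 also: plate controls were vehicle for no effect and reference inhibitor for full effect; nearly all actives have a fitted effect of over 55% in size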
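Biochemical qHTS of compounds, final roughly 60 µM downward over six points, against 10 nM purified firefly luciferase using Km concentrations of substrates (10 uM D-luciferin, 10 uM ATP) in Tris acetate pH 7.5 buffer; luminescence output.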
p53 reactivator – restores transcriptional activity of mutant p53; H1299 p53-A138V BP100-luciferase reporter, luminescence, 24 h; Potency, µM (doses to about 92.2 µM), without a hit: at the highest dose activity change, positive = activation, most hits filed as activators; actives 0.063% (n = 320,000); AID 504706; also: % of control where 0% means no effect; nearly all actives have a fitted effect of over 45% in size
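H1299 (p53-null), stable ts p53-A138V + BP100-Luc; 1000 cells/well, Opti-MEM/10% FBS; cpd 4 pt, 1:5; 24 h, 37 deg C, 5% CO2; detection reagent 10 min RT; luminescence.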
uPA generation – cell surface uPA generation inhibition | cell surface uPA generation assay, qHTS | Potency, µM (top dose mostly 38.3 µM), for the others: at the highest dose activity change, negative = inhibition, usual class: inhibitors | actives 0.31% (n = 330,000) | AID 540303; active = well fitted inhibition curve with a large enough effect; inconclusive = small, poorly fitted or top-dose-only effect; inactive = no such curve, though single readings can be large or run the other way; tested in mouse RAW 264.7 cells; also: % is scaled to controls: 0 for no effect and ±100 for the full control effect; nearly all actives have a fitted effect of over 55% in size
CXXC DNA block – inhibitors of human MLL CXXC domain-DNA interaction; MLL-CXXC / FITC-HOXA9 DNA fluorescence polarization; Potency, µM (top dose mostly 115 µM), without a hit: at the highest dose activity change, negative = inhibition, hits mostly inhibitors; actives 0.037% (n = 290,000); AID 2662; active = well fitted inhibition curve with a large enough effect in the polarisation, with a control signal flat, not every such curve was filed as active; inconclusive = small, poorly fitted or top-dose-only effect, or effect the other way, or a change in a side signal; inactive = no such curve, though single readings can be large or run the other way; the % refers to the polarisation
Target sequence (Q03164 whole entry, looked up, the tested form may be a part): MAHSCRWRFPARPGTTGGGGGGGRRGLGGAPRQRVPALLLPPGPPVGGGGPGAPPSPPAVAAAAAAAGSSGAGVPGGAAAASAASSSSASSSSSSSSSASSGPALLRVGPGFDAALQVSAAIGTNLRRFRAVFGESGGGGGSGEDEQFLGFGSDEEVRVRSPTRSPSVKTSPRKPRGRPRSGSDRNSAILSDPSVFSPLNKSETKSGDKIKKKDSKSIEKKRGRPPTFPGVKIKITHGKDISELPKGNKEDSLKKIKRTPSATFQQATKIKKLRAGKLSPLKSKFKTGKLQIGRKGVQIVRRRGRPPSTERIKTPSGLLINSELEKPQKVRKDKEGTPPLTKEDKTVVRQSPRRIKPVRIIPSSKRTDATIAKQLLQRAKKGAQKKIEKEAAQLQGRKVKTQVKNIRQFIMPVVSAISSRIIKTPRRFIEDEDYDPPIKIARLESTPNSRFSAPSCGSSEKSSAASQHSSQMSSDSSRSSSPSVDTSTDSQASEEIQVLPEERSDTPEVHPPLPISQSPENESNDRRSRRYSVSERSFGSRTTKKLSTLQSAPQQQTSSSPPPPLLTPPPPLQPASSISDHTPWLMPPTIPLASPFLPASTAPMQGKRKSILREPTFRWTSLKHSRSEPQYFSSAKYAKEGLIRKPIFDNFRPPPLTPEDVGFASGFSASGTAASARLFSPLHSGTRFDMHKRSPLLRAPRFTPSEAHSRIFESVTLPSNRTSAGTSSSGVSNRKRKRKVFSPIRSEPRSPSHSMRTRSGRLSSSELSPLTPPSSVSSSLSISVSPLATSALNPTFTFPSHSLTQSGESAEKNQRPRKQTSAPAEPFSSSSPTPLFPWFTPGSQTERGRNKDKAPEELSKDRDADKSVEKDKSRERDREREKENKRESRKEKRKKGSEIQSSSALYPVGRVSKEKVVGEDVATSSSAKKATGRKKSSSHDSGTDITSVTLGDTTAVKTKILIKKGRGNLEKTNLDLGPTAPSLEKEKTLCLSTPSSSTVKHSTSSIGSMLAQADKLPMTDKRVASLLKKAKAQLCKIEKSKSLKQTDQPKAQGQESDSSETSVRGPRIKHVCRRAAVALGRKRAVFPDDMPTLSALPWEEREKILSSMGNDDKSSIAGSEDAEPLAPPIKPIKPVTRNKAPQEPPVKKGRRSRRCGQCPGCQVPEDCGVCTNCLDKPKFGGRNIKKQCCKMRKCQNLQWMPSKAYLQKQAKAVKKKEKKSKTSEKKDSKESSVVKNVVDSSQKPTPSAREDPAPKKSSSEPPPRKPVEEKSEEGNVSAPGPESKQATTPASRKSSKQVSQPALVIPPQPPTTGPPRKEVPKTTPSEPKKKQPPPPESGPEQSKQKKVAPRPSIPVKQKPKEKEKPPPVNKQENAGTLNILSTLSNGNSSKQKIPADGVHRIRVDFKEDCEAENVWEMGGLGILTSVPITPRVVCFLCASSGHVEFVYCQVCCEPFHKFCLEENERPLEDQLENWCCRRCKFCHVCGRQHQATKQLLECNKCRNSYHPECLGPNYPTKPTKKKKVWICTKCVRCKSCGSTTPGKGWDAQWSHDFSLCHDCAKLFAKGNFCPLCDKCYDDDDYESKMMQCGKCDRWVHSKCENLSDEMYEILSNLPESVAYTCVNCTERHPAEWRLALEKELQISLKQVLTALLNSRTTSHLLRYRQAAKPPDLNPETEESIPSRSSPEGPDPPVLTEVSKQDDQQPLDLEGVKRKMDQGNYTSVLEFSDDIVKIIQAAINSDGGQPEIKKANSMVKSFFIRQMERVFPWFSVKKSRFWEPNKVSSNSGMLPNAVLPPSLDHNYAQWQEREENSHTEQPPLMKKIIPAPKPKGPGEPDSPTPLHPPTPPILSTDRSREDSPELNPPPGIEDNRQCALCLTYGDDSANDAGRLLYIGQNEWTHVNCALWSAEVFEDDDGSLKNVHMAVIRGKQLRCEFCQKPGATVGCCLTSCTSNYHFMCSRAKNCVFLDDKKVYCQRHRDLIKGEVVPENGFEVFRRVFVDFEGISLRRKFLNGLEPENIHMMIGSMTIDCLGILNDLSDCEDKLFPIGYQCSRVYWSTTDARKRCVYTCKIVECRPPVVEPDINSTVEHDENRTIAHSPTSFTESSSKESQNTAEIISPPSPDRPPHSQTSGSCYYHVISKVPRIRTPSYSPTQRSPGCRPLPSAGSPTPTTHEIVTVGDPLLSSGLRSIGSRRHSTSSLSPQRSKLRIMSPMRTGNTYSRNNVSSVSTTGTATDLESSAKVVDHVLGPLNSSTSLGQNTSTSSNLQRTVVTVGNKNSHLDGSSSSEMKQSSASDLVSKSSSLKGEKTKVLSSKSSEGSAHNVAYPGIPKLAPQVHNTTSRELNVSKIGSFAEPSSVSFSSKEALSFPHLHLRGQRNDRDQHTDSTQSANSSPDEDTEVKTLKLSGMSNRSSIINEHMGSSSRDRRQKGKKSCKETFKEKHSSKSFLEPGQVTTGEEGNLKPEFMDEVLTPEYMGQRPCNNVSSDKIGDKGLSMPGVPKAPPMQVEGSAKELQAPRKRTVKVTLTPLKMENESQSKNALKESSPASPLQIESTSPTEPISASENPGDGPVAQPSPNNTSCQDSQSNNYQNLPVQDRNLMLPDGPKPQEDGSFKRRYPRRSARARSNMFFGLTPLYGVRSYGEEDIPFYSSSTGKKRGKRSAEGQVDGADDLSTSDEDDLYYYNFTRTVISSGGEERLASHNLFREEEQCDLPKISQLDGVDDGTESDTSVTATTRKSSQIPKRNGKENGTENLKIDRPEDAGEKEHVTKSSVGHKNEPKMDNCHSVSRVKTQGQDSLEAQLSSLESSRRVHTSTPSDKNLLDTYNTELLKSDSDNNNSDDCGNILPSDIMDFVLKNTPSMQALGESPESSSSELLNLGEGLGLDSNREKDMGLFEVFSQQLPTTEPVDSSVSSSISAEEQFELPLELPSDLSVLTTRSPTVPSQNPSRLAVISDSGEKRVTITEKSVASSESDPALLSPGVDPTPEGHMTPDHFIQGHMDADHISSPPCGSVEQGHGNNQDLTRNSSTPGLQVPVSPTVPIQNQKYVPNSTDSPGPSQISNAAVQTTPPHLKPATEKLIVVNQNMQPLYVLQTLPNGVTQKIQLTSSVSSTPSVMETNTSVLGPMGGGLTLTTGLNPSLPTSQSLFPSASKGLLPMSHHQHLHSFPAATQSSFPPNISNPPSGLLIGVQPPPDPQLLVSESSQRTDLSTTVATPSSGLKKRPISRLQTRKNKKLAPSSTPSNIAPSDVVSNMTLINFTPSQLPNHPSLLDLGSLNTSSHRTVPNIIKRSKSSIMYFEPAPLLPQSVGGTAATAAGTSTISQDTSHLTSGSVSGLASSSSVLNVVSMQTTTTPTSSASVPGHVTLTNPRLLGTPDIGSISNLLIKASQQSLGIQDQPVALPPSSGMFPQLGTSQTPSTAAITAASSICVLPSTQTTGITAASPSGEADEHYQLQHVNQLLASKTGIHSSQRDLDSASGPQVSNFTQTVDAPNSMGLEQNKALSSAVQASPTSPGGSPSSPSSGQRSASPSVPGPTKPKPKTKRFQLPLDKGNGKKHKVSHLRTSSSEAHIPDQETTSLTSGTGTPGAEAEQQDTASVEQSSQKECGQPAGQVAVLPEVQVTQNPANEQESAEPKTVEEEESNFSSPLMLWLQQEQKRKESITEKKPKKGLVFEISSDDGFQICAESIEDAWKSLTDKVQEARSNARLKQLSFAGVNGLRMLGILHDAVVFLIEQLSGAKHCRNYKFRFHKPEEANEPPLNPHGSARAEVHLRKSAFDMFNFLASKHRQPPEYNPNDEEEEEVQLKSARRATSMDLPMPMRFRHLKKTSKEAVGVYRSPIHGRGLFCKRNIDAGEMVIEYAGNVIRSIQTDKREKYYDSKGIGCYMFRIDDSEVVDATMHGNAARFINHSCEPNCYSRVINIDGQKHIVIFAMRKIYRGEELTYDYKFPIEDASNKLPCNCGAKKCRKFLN
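Purified MLL-CXXC (added from a 7 uM solution) was preincubated 5 min at ambient with pinned compounds in 50 mM Tris-HCl pH 7.5, 50 mM NaCl, 1 mM DTT, 0.05% BSA. Fluorescein-labeled HOX-A9 DNA (50 nM solution) followed, 30 min, then polarization read.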
NPC1 promoter act – activates the NPC1 promoter; Huh7 NPC1 promoter luciferase reporter, 24 h; Potency, µM (titrated, usually from 9.22 µM), for inactives: at the top dose activation, actives largely listed as activators; actives 2.4% (n = 320,000);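 also: % of control where 0% means no effect; nearly all actives have a fitted effect of over 60% in size; reporter is driven by a mutant NPC1 promoter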
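Luminescence from an NPC1 promoter-driven luciferase reporter in stably transfected Huh7 cells was measured after 24 h compound treatment at 37 °C, followed by 10 min ambient incubation with luciferase detection reagent.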
BRCA1 expr act – activators of BRCA1 expression; MCF7-BRCA1-FFLuc reporter, luminescence, 48 h; response scale: scaled: vehicle 0%, 10 µM genistein 100%; actives 1.1% (n = 380,000); Potency, µM (titrated, usually from 46.1 µM), for the others: at the highest dose activation, hits mostly activators; also: nearly all actives have a fitted effect of over 80% in size; some results filed as inactive show a strong effect at the top dose
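MCF7-BRCA1-FFLuc, 2000 cells/well; 2 h attach, 37 °C/5% CO2; compound 48 h; luciferase substrate 15 min; luminescence end-point. Norm. to genistein 10 microM max activation and DMSO; concentration-response curves fitted.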
Numbers without * were called inactive; ? = inconclusive; · = not tested or not shown; [ ] = another dose, or the depositor's remark. Unless noted, calls follow the shape of the dose curve; as a rule, active = well fitted curve in the direction sought with a large enough effect; inconclusive = small, poorly fitted or top-dose-only effect, or another doubt; inactive = no such curve, though single readings can be large; an effect the other way counts as inactive or inconclusive. Potency is read from the fitted curve at half-maximal effect. An excerpt; count on the stated rates, not on these rows.

SMILES | RORgamma inh | ELG1 genotox | MBNL1-CUG inh | Gal4-VP16 FLuc | Rab9 prom act | FLuc counter | p53 reactivator | uPA generation | CXXC DNA block | NPC1 promoter act | BRCA1 expr act
CC1(C)C(N(O)C(=O)Nc2ccccc2)N(c2cccc(Cl)c2)C(=O)N1O (configuration not stated) | 23% | 2% | -4% | 5% | 9% | 0% | -5% | -3% | -8% | -1% | -13%
O=C(O)CCNc1cc2ccccc2cc1C(=O)O | -16% | 0% | 4% | -12% | 14% | 1% | 0% | 2% | -1% | 0% | -4%
CCSc1nccc(-c2nn(-c3ccc(C)cc3)ccc2=O)n1 | -2% | 5% | ? | -12% | -11% | -1% | -3% | -7% | 6% | -1% | -75%
CCNC(=O)COC(=O)CCNC(=O)c1ccc(Cl)cc1 | 1% | -1% | · | -6% | -1% | 0% | -1% | -4% | 1% | -3% | 4%
O=C(Cc1ccccc1[N+](=O)[O-])NNC(=O)c1ccncc1 | · | -3% | · | · | 2% | · | -1% | 7% | · | -9% | 27%
COc1cccc(NC(=O)C2CCC(CNS(=O)(=O)c3cccc4cccnc34)CC2)c1 (configuration not stated) | 14% | -7% | 3% | -2% | -1% | 0% | -9% | 1% | 30% | 0% | -34%
Fc1ccc2nc(-c3ccccc3)nc(SCc3nnc(-c4ccccc4)o3)c2c1 | -34% | -7% | 9% | 1% | 10% | 2% | 1% | 7% | -11% | 6% | -83%
Cc1cccc(N2CCN(C(=O)Cn3cccc3C(=O)c3ccccc3)CC2)c1C | 3% | -20% | -1% | 13% | 0% | 7% | 2% | 5% | 11% | -1% | 4%
NC(=O)CSc1nnc(-c2cc(-c3cccs3)nc3ccccc23)o1 | 7% | 7% | -1% | -1% | -1% | 3% | -1% | 7% | 6% | -2% | -17%
O=C(Nc1ccc(N2CCOCC2)c(Cl)c1)c1ccc(F)cc1 | -14% | 2% | -4% | ? | 2.5µM* | 13µM* | ? | 1% | -9% | ? | ?
CC(=O)c1cc(F)c(N2CCN(CCC#N)CC2)cc1C | 0% | 3% | -7% | -5% | -2% | 4% | 3% | 3% | -2% | -1% | -13%
CC[C@@H](C)C(NC(=O)OC(C)(C)C)c1cn([C@@H](CCC(=O)OC(C)(C)C)C(=O)N2CCN(C(=O)OC(C)(C)C)CC2)nn1 (some centres not stated) | 0% | -7% | -2% | -6% | 0% | -1% | -4% | 5% | -27% | -1% | 4%
CCOP1(=O)C=C(C(C)(C)C)OC1c1ccc(F)cc1 (configuration not stated) | -15% | -2% | 5% | 6% | 0% | 2% | -1% | 10% | 2% | -2% | -7%
Cc1ccnc(NS(=O)(=O)c2ccc(NC(=O)c3oc4ccccc4c3C)cc2)n1 | 45% | 3% | 1% | 21% | 6% | ? | 1% | -7% | 14% | 2% | -10%
Fc1ccccc1Nc1nc(NCc2ccco2)nc(N2CCOCC2)n1 | 10% | 5% | 9% | 4% | -13% | 0% | -3% | 16% | -1% | 1% | -37%
CC(=O)NC1=NN(C(C)=O)C(C)(c2ccc(C)cc2)S1 (configuration not stated) | 2%[10 µM] | 1% | · | 2% | -15% | 0% | 1% | 0% | 1% | -3% | -21%
Cc1ccc(C(=O)Nc2ccccc2N2CCCC2)cc1 | 13%[1.91 µM] | -4% | 1% | 3% | 1% | -1% | · | -1% | -3% | -1% | -38%
CN(C(=O)c1ccc2c(c1)CCO2)C(C)(C)C | -25% | 1% | 3% | -5% | -3% | ? | 5% | -3% | 4% | -2% | 1%
O=C(O)C1Cc2ccccc2CN1C(=O)CCl (configuration not stated) | -17% | -17% | -5% | -12% | 1% | 3% | 4% | · | 1% | -4% | -24%
CCc1ccc(-n2c(SCC(=O)c3ccc4c(c3)NC(=O)CO4)nc3ccccc3c2=O)cc1 | 2.5µM* | ? | -4% | -1% | -12% | 1% | -3% | 9% | 2% | -5% | -4%
COc1ccc(S(=O)(=O)N[C@H](C(=O)O)C(C)C)cc1 | -9% | 0% | 8% | 0% | 2% | 3% | 17% | 2% | 3% | 2% | 6%
Cc1ccc2nc3c(cc(C(=O)NCC4CCCO4)c(=N)n3CCCOC(C)C)c(=O)n2c1 (configuration not stated) | 12% | 0% | ? | -3% | 3% | 2% | -3% | · | 13% | 2% | -27%
O=C(Nc1ccccc1C(=O)NCc1ccco1)c1ccccc1 | 31% | -1% | 1% | 19% | -4% | 0% | 2% | -1% | -3% | 1% | -3%
Cc1ccc(-c2cc(Cc3ccncc3)c(=O)[nH]n2)cc1 | 25% | 4% | 16% | 6% | -5% | -4% | -3% | -9% | -29% | 0% | -26%
CC(=O)N/C(=C\c1ccc(C)cc1)C(=O)O | -3% | 1% | 1% | -4% | 0% | -1% | 1% | 5% | 13% | -2% | 3%

Random excerpt: two entries already listed, in no set order.
SMILES | RORgamma inh | ELG1 genotox | MBNL1-CUG inh | Gal4-VP16 FLuc | Rab9 prom act | FLuc counter | p53 reactivator | uPA generation | CXXC DNA block | NPC1 promoter act | BRCA1 expr act
O=C(O)CCNc1cc2ccccc2cc1C(=O)O | -16% | 0% | 4% | -12% | 14% | 1% | 0% | 2% | -1% | 0% | -4%
Fc1ccccc1Nc1nc(NCc2ccco2)nc(N2CCOCC2)n1 | 10% | 5% | 9% | 4% | -13% | 0% | -3% | 16% | -1% | 1% | -37%

(listing goes on)
SMILES | RORgamma inh | ELG1 genotox | MBNL1-CUG inh | Gal4-VP16 FLuc | Rab9 prom act | FLuc counter | p53 reactivator | uPA generation | CXXC DNA block | NPC1 promoter act | BRCA1 expr act
CSc1nncn1/N=C/c1ccc([N+](=O)[O-])cc1 | -14% | 0% | ? | ? | -4% | -3% | 6% | -2% | -5% | -6% | -2%
O=[N+]([O-])c1ccccc1/C=N\Nc1nccs1 | -32% | -1% | ? | -14% | 1% | 0% | · | -1% | 6% | -2% | -11%
COc1cc(OC)nc(NC(=O)NS(=O)(=O)c2ccccc2Cl)n1 | 19% | 0% | -7% | 1% | 1% | 0% | 4% | 2% | -9% | -4% | -2%
Brc1ccccc1OCCNCc1ccccc1 | 8% | 5% | 4% | -4%[10 µM] | 0% | -12% | 16% | 0% | 2% | 0% | 68%
COc1ccc(OC)c(NC(=O)CN2C(=O)NC3(CCOc4ccccc43)C2=O)c1 (configuration not stated) | -23% | 0% | -3% | -15% | -2% | 4% | -6% | 4% | 12% | 1% | -19%
CC(=O)c1sc(NC(=O)c2cccnc2Cl)nc1C | 14% | 7% | 13% | 1% | 22% | ? | 10% | -7% | -3% | 11% | 60%
Cc1[nH]c2ccccc2c1C(=O)C(=O)N1CCOCC1 | -20% | 8% | -1% | -5% | 3% | 4% | 16% | -4% | -4% | -7% | 7%
Cc1cc(N2CCN(c3ccccc3)CC2)nc(-c2ccccc2O)n1 | 3% | -4% | -6% | 2% | 4% | 1% | 3% | 6% | 4% | 6% | -49%
COc1cc(/C=C2\SC(=O)N(c3ccccc3Cl)C2=O)cc([N+](=O)[O-])c1O | ? | -5% | ? | -8% | 0% | ? | -2% | 4% | -13% | 1% | -31%
CN(C(=O)CCc1nc2ccccc2c(=O)[nH]1)C1CCS(=O)(=O)C1 (configuration not stated) | · | -4% | · | · | -1% | 1% | -3% | 10% | · | -2% | -1%
CCOC(=O)c1cnn(-c2ncnc3c2cnn3C)c1N | 10% | ? | 1% | -13% | ? | ? | 17% | 1% | -13% | ? | 28%
Cc1nc([N+](=O)[O-])cn1CC(=O)Nc1ccc([N+](=O)[O-])cc1 | -16% | -8% | 9% | -6% | 4% | 0% | ? | 0% | 31%[activator] | -4% | -7%
Cc1cccnc1NC(=O)Nc1ccccc1 | 0% | ? | -9% | 13% | 4µM* | 11µM* | 11% | 3% | 3% | ? | ?
COc1ccc(OC)c(NC(=O)C(Sc2ccccc2)c2ccccc2)c1 (configuration not stated) | 14% | -7% | 3% | -13% | -8% | 0% | -8% | -4% | -2% | -2% | -22%
CCOc1ccc(NS(=O)(=O)c2ccc(NC(C)=O)c(OC)c2)cc1 | 13% | 0% | 4% | -4% | 0% | 0% | 0% | -1% | -17% | 6% | 3%
O=S(=O)(Nn1cnnc1)c1ccc2ccccc2c1 | -21% | 2% | -1% | 2% | 2% | -12% | 5% | 4% | 17% | -6% | 8%
CC(C)(Oc1ccc(Cl)cc1)C(=O)Nc1ccc2oc(-c3ccncc3)nc2c1 | 3% | 0% | -2% | -4% | -15% | -3%[2.3 µM] | -6% | 3% | 8% | -4% | 1%
O=C(O)CC1S/C(=N\N=C/c2ccccc2)N(c2ccc(O)cc2)C1=O (configuration not stated) | 3% | 1% | 1% | -3% | 6% | 0% | -3% | 2% | -8% | 1% | -12%

Screening data deposited in PubChem by National Center for Advancing Translational Sciences (NCATS).
